# Screening results deposited in PubChem BioAssay by several laboratories.
# LEDGF integ inh: blocks HIV-1 LEDGF/p75-dependent DNA integration; TR-FRET IN-LEDGF/p75 DNA integration, Eu/Cy5; inhibition, % at 3.7 µM; 370,000 tested, 0.64% active; AID 743269;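 active = inhibition above the screen-wide mean plus 3 SD, cut at about 13% in these data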;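 also: signal is the Cy5 over europium emission ratio at 671 and 618 nm; 0% = plate median of compound wells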
# SIAE inh: blocks human sialic acid acetylesterase. SIAE FP-Rh probe binding, fluorescence polarization. inhibition, % at 9.66 µM. AID 1053197. 370,000 tested, 0.69% active;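 active = inhibition above a cutoff: mean of compounds within the control limits plus 3 SD of those, cut at about 17% in these data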;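 also: 0% = plate median of compound wells and 100% = probe without SIAE protein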
# Target sequence (Q9HAT2 whole entry, looked up): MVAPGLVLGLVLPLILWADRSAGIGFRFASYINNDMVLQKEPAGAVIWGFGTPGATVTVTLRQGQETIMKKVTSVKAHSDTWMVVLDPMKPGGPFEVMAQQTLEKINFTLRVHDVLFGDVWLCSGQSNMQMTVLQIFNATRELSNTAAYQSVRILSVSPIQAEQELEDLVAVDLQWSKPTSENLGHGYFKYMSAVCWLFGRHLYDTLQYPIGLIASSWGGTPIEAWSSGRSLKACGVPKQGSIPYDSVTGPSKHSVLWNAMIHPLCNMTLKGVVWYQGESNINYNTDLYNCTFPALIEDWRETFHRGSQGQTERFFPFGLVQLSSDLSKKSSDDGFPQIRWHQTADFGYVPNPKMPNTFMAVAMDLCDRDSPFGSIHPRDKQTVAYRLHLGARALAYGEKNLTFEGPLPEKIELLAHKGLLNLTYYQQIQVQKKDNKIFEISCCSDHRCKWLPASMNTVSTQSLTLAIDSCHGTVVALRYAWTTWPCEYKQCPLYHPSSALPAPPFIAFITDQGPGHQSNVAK
# mABHD4 FP: ABHD4 (mouse) inhibition, primary FP screen; purified mABHD4, FP-Rh probe fluorescence polarization; inhibition, % at 8.92 µM; 370,000 tested, 0.54% active; Q8VD66; AID 720543;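 active = inhibition exceeding the mean over every tested compound plus 3 SD, cut at about 30% in these data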;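 also: 0% = plate median of compound wells and 100% = S159A mutant with DMSO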
#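 Test system: mABHD4 protein; Read-out basis: % inhibition; Incubation: 45 min + 60 min at 25 °C; Repeats: single replicate; Technique: fluorescence polarization with parallel and perpendicular emission, 525/598 nm; Compound: 8.92 µM, single dose; Benchmarks: full inhibition S159A mutant plus DMSO, zero as sample-well median.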
# TCR-CD3 inh: blocks the human TCR-CD3 interaction; inhibition, % at 9.4 µM; TAMRA-labeled TCR probe fluorescence, biochemical; 360,000 tested, 0.37% active; in the data active = inhibition above about 19%;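 also: recombinant mutant TCR 2C K166C tagged with TAMRA read by polarization; 0% = receptor in buffer alone and 100% = receptor with positive control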
# MBD2 inh: MBD2-methylated oligo binding inhibition. AID 686964. TR-FRET, MBD2 binding to methylated oligonucleotide. inhibition, % at 4.4 µM. 370,000 tested, 0.31% active. Q9UBB5; in the data active = inhibition above about 13%
# PRMT1 FP inh: inhibitors of human PRMT1 | recombinant PRMT1, activity-based probe fluorescence polarization | inhibition, % at 2.79 µM | 370,000 tested, 1.3% active | AID 652257;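 active = inhibition above about 21% made by adding two undisclosed values, limit read from the data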
# Target sequence (Q99873 whole entry, looked up): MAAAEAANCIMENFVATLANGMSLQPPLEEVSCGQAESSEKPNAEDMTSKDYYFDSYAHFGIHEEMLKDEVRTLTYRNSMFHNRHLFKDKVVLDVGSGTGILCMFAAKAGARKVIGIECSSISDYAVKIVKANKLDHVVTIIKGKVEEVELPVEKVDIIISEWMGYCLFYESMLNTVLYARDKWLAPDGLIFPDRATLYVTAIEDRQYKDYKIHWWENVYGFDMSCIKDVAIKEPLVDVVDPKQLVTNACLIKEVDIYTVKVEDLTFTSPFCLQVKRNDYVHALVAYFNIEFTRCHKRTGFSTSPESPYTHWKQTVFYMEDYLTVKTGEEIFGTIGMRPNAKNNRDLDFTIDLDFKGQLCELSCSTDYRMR
# NPR2 activator: GC-B (human) receptor activation; P20594; HEK293-GC-B cells, CNP EC30, cGMP TR-FRET; 0% at EC30 CNP, 100% saturating CNP; activation, % at 10 µM; 370,000 tested, 0.11% active;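 active = activation at 10 µM reaching about 35% in either raw or pattern-adjusted values, limit read from the data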
# HTRA1 inhibitor: blocks human HTRA1 serine peptidase | recombinant HTRA1, FP-rhodamine activity-based probe, fluorescence polarization | 340,000 tested, 0.5% active | inhibition, % at 5.96 µM; in the data active = inhibition above about 36%;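 also: 0% = enzyme with DMSO and 100% = wells lacking enzyme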
# TDP2 inh: blocks human TDP2 phosphodiesterase activity. recombinant TDP2, T5PNP hydrolysis, p-nitrophenol absorbance 415 nm. 370,000 tested, 0.34% active. O95551. inhibition, % at 12.8 µM;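 active = inhibition above the mean of all tested compounds plus 3 SD, set per campaign, cut at about 25% in these data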;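 also: 0% = DMSO with enzyme and 100% = buffer with substrate but no TDP2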
#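 System: recombinant human TDP2 / Amount: 120 nM TDP2 per well / Also added: 5 mM T5PNP chromogenic substrate / Doses: 12.8 µM single point, 1% DMSO / Incubation: 2 h at 37 °C / Detection: p-Nitrophenol epi absorbance / Evaluation: % inhibition relative to enzyme-containing and enzyme-free wells / Repeats: singlicate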
# rCAG RNA binder: molecules binding r(CAG) RNA repeats; r(CAG) RNA repeat, TO-PRO-1 dye displacement fluorescence; inhibition, % at 3 µM; 370,000 tested, 1.3% active; AID 651821;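 active = inhibition above the plate cutoff, the mean of all test compounds on that plate plus 3 SD, cut at about 35% in these data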;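 also: 0% = DMSO alone and 100% = 100 µM mitoxantrone as full dye displacement; higher means more dye released from RNA so lower well fluorescence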
# Numbers without * were called inactive; / = no result given. This is a subset (hit frequency here may not be typical).
SMILES,LEDGF integ inh,SIAE inh,mABHD4 FP,TCR-CD3 inh,MBD2 inh,PRMT1 FP inh,NPR2 activator,HTRA1 inhibitor,TDP2 inh,rCAG RNA binder
CCCn1c(SCC(=O)Nc2cccc(F)c2)nc(O)cc1=O,2.3,-10.0,-42.4,7.8,-4.5,12.9,3.5,-14.7,12.3,30.2
Cc1cccc(C)c1NC(=O)NN(C(=O)c1ccccc1)C(C)(C)C,1.0,-1.2,-0.6,3.9,-1.7,-0.8,5.3,5.4,6.4,-1.2
Cc1nc(SCC(=O)NC(=O)NC2CCCCC2)nc(C)c1C,-2.1,-3.4,8.6,-3.2,0.0,10.4,1.1,4.7,-5.6,-4.8
COc1cc(/C=N/NC(=O)CNC(=O)c2cccs2)ccc1O,-0.8,4.1,2.4,-7.5,0.1,1.6,-5.1,7.0,-2.9,4.7
COc1ccc(N(CC(=O)Nc2cc([N+](=O)[O-])ccc2C)S(C)(=O)=O)cc1OC,-4.9,-4.4,-2.1,-10.8,13.0,3.2,-0.8,-1.0,-2.9,-3.9
Cc1noc(C)c1C(=O)Nc1cc(S(=O)(=O)N2CCCCC2)ccc1N(C)C,2.1,-2.4,1.5,5.8,0.4,1.8,9.8,-5.1,-7.2,-4.6
CCC1CCCCN1Cc1nc(Cc2ccccc2Cl)no1 (stereo unspecified),1.1,-2.5,1.0,-15.6,1.2,0.1,2.5,-0.8,4.7,-10.4
O=C(CN1CCN(S(=O)(=O)c2ccc(F)cc2)CC1)Nc1cc(C(F)(F)F)ccc1Cl,0.0,0.0,-2.9,8.9,2.5,1.1,0.5,-3.8,-6.8,-0.8
CC(C)NC(=O)c1onc(CSc2ccc(Cl)cc2)c1C(=O)NC(C)C,-0.6,1.4,9.2,8.3,-10.3,-1.3,2.8,-13.6,-12.7,-4.2
Cc1cc(C)cc(-n2c(C)cc(/C=N\NC(=O)COc3cccc4cccnc34)c2C)c1,-2.5,-9.3,5.4,-5.5,1.7,3.9,0.5,-26.0,-0.5,4.0
O=S(=O)(Nc1ccc(-c2ccc3nncn3n2)cc1)c1cc(F)ccc1F,3.9,-1.9,11.4,0.2,-7.7,1.6,-0.9,-4.8,4.3,6.4
Cc1cc(C)c2c3c(sc2n1)C(=O)N(C)CC(=O)N3,0.1,5.3,-3.1,4.7,-2.0,-2.4,3.1,-2.1,5.2,4.7
Cc1ccc(S(=O)(=O)/N=C(/Nc2ccccc2C)c2ccccc2)cc1,-1.5,2.4,0.7,-0.1,-1.2,-2.4,-5.9,-3.5,9.2,1.4
CC(=O)Nc1ccc(S(=O)(=O)N2CCSC2c2ccco2)cc1 (stereo unspecified),4.3,-3.7,-7.2,-7.1,11.8,9.8,1.2,-1.0,-6.0,1.2
Cc1ccc(CC(NC(=O)c2ccccc2)C(=O)NCC(=O)O)cc1 (stereo unspecified),-0.6,-5.8,2.3,2.4,-2.1,1.8,0.9,1.9,-4.3,-2.5
CCc1ccc2nc3sc(C(=O)Nc4nnc(CC)s4)c(N)c3cc2c1,-1.6,5.9,1.7,-6.5,-6.3,-0.5,-1.3,-6.7,3.9,25.9
CCOC(=O)c1ccccc1NC(=O)Cn1cnc2c(nnn2-c2ccc(C)cc2)c1=O,-1.7,-6.2,0.0,-2.7,-0.1,0.7,3.1,-1.9,-7.8,-0.4
Nc1nc(CSc2n[nH]c(-c3ccccc3)n2)nc(Nc2ccccc2)n1,2.8,-14.4,-5.8,0.1,4.9,-0.9,-6.1,-14.3,-2.1,3.0
COc1ccc(N(C)C(=O)CCS(=O)(=O)c2cccc3nonc23)c(OC)c1,0.5,9.3,4.7,-6.4,-4.1,-0.5,-4.1,0.1,6.4,-1.4
Cc1ccc(S(=O)(=O)N2C[C@@H]3c4ccccc4N(S(=O)(=O)c4ccc(C)cc4)[C@@H]3[C@@H](C)C2CC(=O)c2ccccc2)cc1 (stereo partly specified),-1.5,-13.9,-12.7,-5.5,-4.9,-1.1,-1.6,-11.3,-19.2,14.6
Cc1nc2c(Cl)cc(Cl)cc2[nH]1,1.3,-2.4,4.3,-1.6,1.3,-3.1,5.8,0.9,-3.0,2.9
COc1ccccc1NC(=O)[C@@H]1CCCN1S(=O)(=O)c1ccc(Cl)cc1,-1.3,1.7,2.7,-2.8,6.5,1.3,1.5,-3.9,3.8,0.5
CCCc1cc(=O)oc2c(CN3CCCC3)c(O)c(Cl)cc12,1.8,19.9*,6.7,9.0,1.6,-1.9,3.9,5.1,9.2,1.6
O=C(NCc1cccnc1)c1cc(C2CCCCN2S(=O)(=O)c2cccc3cccnc23)on1 (stereo unspecified),-0.2,4.3,-7.8,1.6,4.6,-5.2,7.7,/,0.7,0.4
CCC(CO)Oc1cc(NCc2ccc(C(F)(F)F)cc2)c2ncn(C(C)C)c2c1 (stereo unspecified),-0.7,3.7,11.6,-2.2,-6.2,2.8,0.6,13.3,4.7,-4.7
COc1ccc(N(CC(=O)NCc2ccccc2)S(=O)(=O)c2c(C)n[nH]c2C)cc1,-1.9,-3.1,-0.1,0.8,3.9,-0.5,-2.9,-2.6,-5.5,-1.5
COC(C[C@H](O)[C@H](C)[C@@H](O)COCc1ccccc1)OC,-2.3,4.4,9.4,-3.3,-0.5,-1.4,0.2,4.7,12.1,-2.7
COc1ccc(CC(=O)Nc2cc(C)on2)cc1,-0.6,4.4,-10.4,-5.2,-5.1,-2.6,-0.5,2.5,2.3,-2.2
O=[N+]([O-])c1cccc(S(=O)(=O)N2CCN(c3ccccn3)CC2)c1,-0.1,8.0,-5.0,-4.0,3.3,-0.7,-2.0,-5.7,12.1,-0.6
O=C(c1cccs1)c1coc2ccc(O)c(CN(CCO)CCO)c12,1.0,-0.9,-10.9,-0.3,3.6,10.8,-0.4,-0.9,-10.9,1.5

# Of the compounds above, these contain an aryl thioether with sulfur outside any ring:
SMILES,LEDGF integ inh,SIAE inh,mABHD4 FP,TCR-CD3 inh,MBD2 inh,PRMT1 FP inh,NPR2 activator,HTRA1 inhibitor,TDP2 inh,rCAG RNA binder
CCCn1c(SCC(=O)Nc2cccc(F)c2)nc(O)cc1=O,2.3,-10.0,-42.4,7.8,-4.5,12.9,3.5,-14.7,12.3,30.2
Cc1nc(SCC(=O)NC(=O)NC2CCCCC2)nc(C)c1C,-2.1,-3.4,8.6,-3.2,0.0,10.4,1.1,4.7,-5.6,-4.8
CC(C)NC(=O)c1onc(CSc2ccc(Cl)cc2)c1C(=O)NC(C)C,-0.6,1.4,9.2,8.3,-10.3,-1.3,2.8,-13.6,-12.7,-4.2
Nc1nc(CSc2n[nH]c(-c3ccccc3)n2)nc(Nc2ccccc2)n1,2.8,-14.4,-5.8,0.1,4.9,-0.9,-6.1,-14.3,-2.1,3.0

# Next entries.
SMILES,LEDGF integ inh,SIAE inh,mABHD4 FP,TCR-CD3 inh,MBD2 inh,PRMT1 FP inh,NPR2 activator,HTRA1 inhibitor,TDP2 inh,rCAG RNA binder
O=C(COC(=O)c1ccccc1NCCO)Nc1cccc(S(=O)(=O)NC2=NCCCCC2)c1,2.3,11.1,4.3,1.3,1.9,-0.6,-0.8,-1.7,5.7,5.8
CC(C)CC(OC(=O)c1ccco1)C(=O)NCC1CCCO1 (stereo unspecified),-5.0,4.2,-3.1,-0.5,6.2,3.4,2.6,5.9,-5.0,0.0
COc1cc(NC(=S)N2CCN(C(=O)C3CCCO3)CC2)c(OC)cc1Cl (stereo unspecified),-4.2,-1.7,4.5,-6.6,-3.5,-0.1,3.7,-4.4,9.7,0.3
Cc1cc(NC(=O)NC(C(F)(F)F)C(F)(F)F)no1,-2.5,1.5,4.3,-9.4,2.8,4.8,2.3,1.8,-6.8,-4.7
COC(=O)C1CCN(C2CN(Cc3ccc(C)cc3)S(=O)(=O)C2)CC1 (stereo unspecified),-3.8,4.5,7.4,-1.1,-0.3,2.1,-3.0,/,-11.8,0.5
CCS(=O)(=O)N1CCCC(C(=O)NC2CCC(C)CC2)C1 (stereo unspecified),1.8,4.2,6.7,-9.7,-6.3,-1.8,-4.1,4.4,8.5,-0.8
COc1ccc(-c2nc(=S)c3c([nH]2)Oc2ccc(C)cc2C3)cc1O,-3.1,-23.5,7.2,9.0,1.6,0.8,-0.5,-37.0,7.5,17.8
CC(=O)c1ccc(NC(=O)CN(C)CC(=O)Nc2cccc(F)c2)cc1,0.5,-3.6,-0.6,-3.0,-1.6,1.5,-3.7,-1.1,5.7,-3.8
COc1ccccc1CNC(=O)c1cc2c(s1)CS(=O)(=O)C2,-0.5,2.4,-3.5,2.5,-4.1,-2.7,-0.8,-13.9,8.7,5.7
O=C(CN1CCN(Cc2ccccc2)CC1)N/N=C/c1ccco1,-1.3,2.2,3.7,0.9,-2.7,1.7,-5.0,6.6,-12.1,-2.0
Cc1nn2c(N3CCN(CCO)CC3)c3c(nc2c1-c1ccccc1)CCCC3,1.3,4.8,4.7,-5.7,1.8,-3.7,-15.9,-3.5,6.6,-5.5
COc1ccc(S(=O)(=O)N2CCCC2)c2ccccc12,-0.9,-5.7,10.2,-2.7,7.9,0.2,-5.1,3.1,6.7,-3.5
O=C(Nc1nnc(SCc2ccc(F)cc2)s1)c1ccc2c(c1)C(=O)N(c1ccccc1Cl)C2=O,0.6,-2.4,-5.3,1.4,-4.8,4.4,-2.7,1.0,0.2,5.5
Cc1cccc(NC(=S)NCCc2ccccc2)c1C,0.9,-0.8,-0.1,3.1,-2.4,-3.7,-1.4,-7.2,-10.8,-4.0
CCOC(=O)CC(NC(=O)Cn1nnc(-c2ccccc2Cl)n1)c1ccc(OC)cc1 (stereo unspecified),1.6,0.4,-11.3,-3.2,-3.9,0.5,4.3,-9.3,5.4,-0.4
CN(C)S(=O)(=O)c1ccc(Cl)c(NC(=O)CN2C(=O)NC3(CCc4ccccc43)C2=O)c1 (stereo unspecified),-5.2,6.1,5.4,-3.3,8.4,-1.1,-4.6,-6.2,4.8,2.9
Cc1nc2sc(C(c3cccs3)N3CCOCC3)c(O)n2n1 (stereo unspecified),-3.4,-0.6,4.6,-5.2,-3.2,3.1,0.2,-4.7,-7.1,0.7
CN(C)c1cccc2c1c(NC(=O)Nc1ccccc1)nn2C,-7.6,1.2,6.3,-7.1,-2.5,7.6,-9.5,5.9,15.2,6.6
O=C(c1ccc2c(c1)N(Cc1ccc(F)cc1)C(=O)c1ccccc1S2(=O)=O)N1CCN(c2ccccn2)CC1,0.1,-3.3,5.8,8.2,-6.2,2.8,-11.7,-12.4,14.3,7.2
Clc1ccc(-c2nc3ccccc3n2OCc2ccccc2)cc1,5.4,-1.1,0.3,0.8,1.1,-3.1,0.7,7.7,3.7,-0.5
Cc1ccc(C2(c3noc(CN4CCC(C(=O)N5CCOCC5)CC4)n3)CCCC2)cc1,-2.4,4.1,-0.1,-3.3,-7.0,2.3,2.9,-0.7,2.8,-2.8
CC1COCC(C)N1S(=O)(=O)c1ccc2c(c1)CCN2C(=O)C1CCC1 (stereo unspecified),-2.1,4.1,0.8,/,-1.6,-1.9,-3.1,/,6.4,1.6
COC(=O)[C@@]1(Cc2ccc(F)cc2)[C@H]2c3cc(C(=O)N(C)C)n(CC4CC4)c3C[C@H]2CN1C(=O)c1ccccc1,6.7,-1.7,-1.6,-10.0,6.5,5.6,-0.6,/,-7.0,8.3
